# Source: PubChem BioAssay (National Center for Advancing Translational Sciences (NCATS))
# AmpC no deterg = AmpC beta-lactamase inhibition without detergent | P00811 | AmpC nitrocefin hydrolysis, absorbance 480 nm, 0.0001% Triton | Potency, µM (doses to about 57.1 µM), inactives show top-dose activity change, negative = inhibition, hits mostly inhibitors | 0.52% of 330,000 active;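 further: potency means the concentration at half of the fitted maximal effect; plate controls were no compound for no effect and no enzyme for full effect; nearly all actives have a fitted effect of over 20% in size; some results filed as inactive show a strong effect at the top dose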
# Target sequence (P00811 whole entry, looked up): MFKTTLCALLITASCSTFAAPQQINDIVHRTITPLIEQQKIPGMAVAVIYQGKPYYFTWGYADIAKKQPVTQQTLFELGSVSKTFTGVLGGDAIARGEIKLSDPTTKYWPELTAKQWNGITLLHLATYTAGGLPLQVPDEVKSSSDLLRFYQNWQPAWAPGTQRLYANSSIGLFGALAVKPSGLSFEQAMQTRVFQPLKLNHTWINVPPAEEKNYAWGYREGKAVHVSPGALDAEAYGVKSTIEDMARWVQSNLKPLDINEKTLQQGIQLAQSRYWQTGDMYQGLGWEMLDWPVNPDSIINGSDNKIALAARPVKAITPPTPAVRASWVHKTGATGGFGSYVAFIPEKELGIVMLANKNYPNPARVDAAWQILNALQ
#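 20 mM phosphate pH 7.0 + 0.01% (detergent screen) or 0.0001% Triton X-100; 5.3 nM AmpC reagent; cpd preinc 15 min RT; nitrocefin (800 uM stock) to start; A480 q20 s × 4 min; Activity was normalised to no-enzyme and no-compound control wells.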
# HCMV antiviral = blocks human cytomegalovirus replication; HFF cells, HCMV-luciferase reporter, 72 h; active compounds read low; activity change, negative = inhibition, % at 57.5 µM; 4.5% of 410,000 active; AID 1259415; in the data active means activity change below about -60%; inconclusive means no clear call, values can overlap the other calls; inactive means above about -39%
#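 Inhibition of viral replication was scored as loss of reporter luminescence in HFFs infected with HCMV-luciferase (MOI 1 PFU/cell) for 72 h; compounds tested at 2 doses, normalized to buffer and Salinomycin controls.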
# HCV inhibitor = blocks hepatitis C virus | Potency, µM (doses to about 41.8 µM), for inactives: at the highest dose activity change, negative = inhibition, most hits filed as inhibitors | Huh7.5.1 HCVcc-Cre infection, luciferase reporter, 44 h | 3.4% of 340,000 active; further: potency means the concentration at half of the fitted maximal effect
#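 A cell-based infection assay in which seeded cells (1,000 per well) receive test compound after 4 h, are inoculated with HCVcc-Cre at approximately 0.5 moi, and are incubated 44 h before luminescence detection.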
# AmpC inh detg = inhibitors of E. coli AmpC beta-lactamase with detergent. P00811. AmpC hydrolysis of nitrocefin, absorbance 480 nm, 0.01% Triton. Potency, µM (highest dose often 114 µM), inactives show at the top dose activity change, negative = inhibition, most hits filed as inhibitors. 0.041% of 370,000 active. AID 485294;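 further: potency means the concentration at half of the fitted maximal effect; 0% = no-compound wells and -100% = no-enzyme wells; nearly all actives have a fitted effect of over 25% in size; some results filed as inactive show a strong effect at the top dose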
#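 20 mM phosphate pH 7.0 + 0.01% (detergent screen) or 0.0001% Triton X-100; 5.3 nM AmpC reagent; cpd preinc 15 min RT; nitrocefin (800 uM stock) to start; A480 q20 s × 4 min; Activity was normalised to no-enzyme and no-compound control wells.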
# Sm TGR block = blocks Schistosoma mansoni thioredoxin glutathione reductase; purified TGR, DTNB reduction, TNB absorbance 405 nm; Potency, µM (highest dose often 114 µM), for the others: at the highest dose activity change, negative = inhibition, actives largely listed as inhibitors; 3% of 360,000 active; AID 485364; further: potency means the concentration at half of the fitted maximal effect; nearly all actives have a fitted effect of over 60% in size
#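 First, TGR (20 nM dispensed) and NADPH were mixed with compound. Second, a 15 min room-temperature incubation followed. Third, further NADPH and then DTNB were added to start the reaction. Finally, TNB absorbance was monitored kinetically.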
# Giardia FBPA inh = blocks Giardia fructose-bisphosphate aldolase activity. A8B2U2. purified Giardia FBPA. Potency, µM (doses to about 59.6 µM), inactives show at the highest dose activity, negative = inhibition, usual class: inhibitors. 0.71% of 290,000 active. AID 2451; further: potency means the concentration at half of the fitted maximal effect; nearly all actives have a fitted effect of over 55% in size
# Target sequence (A8B2U2 whole entry, looked up): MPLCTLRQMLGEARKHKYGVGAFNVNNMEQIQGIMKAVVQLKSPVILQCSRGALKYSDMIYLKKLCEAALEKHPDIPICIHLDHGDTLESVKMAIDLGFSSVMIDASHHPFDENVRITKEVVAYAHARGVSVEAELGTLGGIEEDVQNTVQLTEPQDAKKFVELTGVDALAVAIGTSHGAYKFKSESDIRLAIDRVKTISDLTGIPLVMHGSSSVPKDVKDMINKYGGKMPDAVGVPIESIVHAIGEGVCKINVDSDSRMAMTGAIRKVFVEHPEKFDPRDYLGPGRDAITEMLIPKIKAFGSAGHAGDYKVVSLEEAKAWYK
#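 Giardia FBPA (40 nM reagent) was preincubated 10 min at RT with compound (up to 57.5 uM final), then substrate plus GAPDH/TPI/NAD/arsenate coupling system with diaphorase/resazurin was added; resorufin fluorescence (525/598 nm) was read after 20 min.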
# An asterisk follows results filed as active; ? = inconclusive; . = not tested or not shown; & = joins results of further samples; [ ] = dose if it differs, or a comment. Unless noted, the call rests on the fitted dose curve; in most records, active means well fitted curve in the direction sought with a large enough effect; inconclusive means small, poorly fitted or top-dose-only effect, or another doubt; inactive means no such curve, though single readings can be large; an effect the other way counts as inactive or inconclusive. Unless noted, on the % scale 0 is the no-effect control and ±100 the full control effect.
1	COc1ccc(C(=O)NC(CCSC)C(=O)N2CCCCCC2)cc1 (configuration not stated)
2	COc1ccc(CCNC(=O)CCCn2c(=O)[nH]c3cc(OC)c(OC)cc3c2=O)cc1OC
3	CS(=O)(=O)CC[C@@H](C(=O)NCCc1ccccc1)N1Cc2ccccc2C1=O
4	CCC(C(=O)Nc1ccc2[nH]ncc2c1)c1ccccc1 (configuration not stated)
5	COCc1cc(C)nc2sc(C(=O)OC)c(N)c12
6	C=C(C)CN(CC)C(=O)Cn1cnc2c(oc3ccccc32)c1=O
7	COc1ccc(CCC(=O)Nc2cc3c4c(c2)CC(=O)N4CCC3)cc1
8	COc1ccc(-c2n[nH]c(C)c2-c2ccc(Cl)cc2)c(O)c1OC
screen / no.	1	2	3	4	5	6	7	8
AmpC no deterg	-7%	12%	.	-24%	-12%	20%	13%	2%
HCMV antiviral	-38	41	-1	93	13	13	-22	?
HCV inhibitor	18%	2%&-7%	.	-6%	5%	6%	?	14µM*
AmpC inh detg	?	0%	-2%	-3%	1%	-1%	5%	-5%
Sm TGR block	22%	-29%	-1%	21%	-4%	0%	3%	-9%
Giardia FBPA inh	0%	-2%	.	-1%	-11%	.	.	-1%

9	Cc1nc2ccccn2c1C(=O)NCc1cccnc1
10	CN(C)CC(C)(C)CNC(=O)c1cc(Br)cc(Br)c1O
11	CCOC(=O)Cn1ncn(-c2ccc(OC(F)(F)F)cc2)c1=O
12	Cc1ccc2ccccc2c1NC(=O)Cn1nnc(-c2cccnc2)n1
13	COc1cccc(C(=O)OCC(=O)NCCc2ccccc2)c1OC
14	Cc1cccc(N(CC(=O)NCc2ccco2)C(=O)CCC(=O)Nc2nccs2)c1
15	C=CCn1c(COc2cccc3cccnc23)nnc1SCC(=O)O
16	CCc1ccc(NC(=O)N2CCN(Cc3cc(=O)n4nc(-c5ccccc5OC)sc4n3)CC2)cc1
screen / no.	9	10	11	12	13	14	15	16
AmpC no deterg	-11%	-8%	0%	-14%	-9%	-29%	-14%	.
HCMV antiviral	?	-10	-14	-3	-16	-9	20	9
HCV inhibitor	16%	14%	26%	14%	-27%	0%	3%	.
AmpC inh detg	-3%	3%	6%	-11%	3%	-5%	?	13%
Sm TGR block	-1%	-6%	19%	-1%[57.1 µM]	13%	-8%	-5%	2%
Giardia FBPA inh	-3%	-11%	3%	5%	7%	-2%	?	.

# Only Sm TGR block, Giardia FBPA inh and HCMV antiviral (six entries from above):
cpd	SMILES	Sm TGR block	Giardia FBPA inh	HCMV antiviral
13	COc1cccc(C(=O)OCC(=O)NCCc2ccccc2)c1OC	13%	7%	-16
16	CCc1ccc(NC(=O)N2CCN(Cc3cc(=O)n4nc(-c5ccccc5OC)sc4n3)CC2)cc1	2%	.	9
14	Cc1cccc(N(CC(=O)NCc2ccco2)C(=O)CCC(=O)Nc2nccs2)c1	-8%	-2%	-9
15	C=CCn1c(COc2cccc3cccnc23)nnc1SCC(=O)O	-5%	?	20
9	Cc1nc2ccccn2c1C(=O)NCc1cccnc1	-1%	-3%	?
11	CCOC(=O)Cn1ncn(-c2ccc(OC(F)(F)F)cc2)c1=O	19%	3%	-14

# The listing continues.
17	O=C(NCCC1=CCCCC1)C(=O)NCC(c1ccco1)N1CCN(c2ccccc2F)CC1 (configuration not stated)
18	Cc1nn(-c2ccccc2)c(C)c1C(=O)OCC(=O)Nc1ccccc1
19	O=C(CSc1nnc(-c2ccccc2)n1-c1ccc(Cl)cc1)N/N=C/c1ccco1
20	CCCCn1c(N)c(N(CCOC)C(=O)Cn2c(=O)cnc3ccccc32)c(=O)[nH]c1=O
21	COc1ccc(NS(=O)(=O)c2cc(C(=O)N3CCCCCC3)ccc2C)cc1
22	COc1ccc(NC(=O)CN(C)C(=O)CCCc2nc3ccccc3s2)cc1
23	Cc1ccc(NC(=O)CCOc2ccccc2)cc1S(=O)(=O)Nc1ccccc1Cl
24	Cc1csc(SCC(=O)NCCc2ccc(Cl)cc2)n1
screen / no.	17	18	19	20	21	22	23	24
AmpC no deterg	-7%	-11%	-17%	-15%	-12%	6%	-49%	-14%
HCMV antiviral	16	10	?	-37	-8	15	22	?
HCV inhibitor	-6%	?	9%	0%	?	1%	?	19%
AmpC inh detg	-13%	4%	-4%	-4%	.	-17%	?	-7%
Sm TGR block	?	-4%	2%	-16%	.	0%	3%	-4%
Giardia FBPA inh	3%	.	0%	.	.	.	3%	0%

25	C=CCNC(=S)NNc1nc2sc3c(c2c(=O)[nH]1)CC(C)(C)OC3
26	Cc1cc(C(=O)N2CCCC(N3CCN(c4ccccc4C)CC3)C2)nc(C)n1 (configuration not stated)
27	COc1cc(C)ccc1OCCOc1cc(C)ccc1Cl
28	Cc1nc2c(C(=O)N3CCN(C)CC3)cnn2c(C)c1Cc1ccc(Cl)cc1
29	COc1cccc2cc(C(C)N(CCCN3CCOCC3)C(=S)Nc3ccccc3C)oc12 (configuration not stated)
30	CCOC(=O)c1ccc(NC(=O)c2cccn(Cc3ccccc3F)c2=O)cc1
31	Cc1nc(Cl)c(N=Cc2cccc([N+](=O)[O-])c2)c(Cl)n1
32	O=C(COC(=O)C1CCN(c2ccc(C(F)(F)F)cn2)CC1)c1ccccc1
screen / no.	25	26	27	28	29	30	31	32
AmpC no deterg	-14%	48%	?	36%	142%[activator]	.	-19%	-10%
HCMV antiviral	-39	4	7	26	-27	-3	28	-11
HCV inhibitor	?	5%	?	-4%	-9%	.	16%	-1%
AmpC inh detg	1%	-20%	0%	2%	3%	2%	-13%	-15%
Sm TGR block	-18%	-26%	-16%	1%	-8%	4%	-29%	-17%
Giardia FBPA inh	1.3µM*	-3%	6%	4%	0%	.	-5%	.

# 2 compounds drawn at random from those above:
25	C=CCNC(=S)NNc1nc2sc3c(c2c(=O)[nH]1)CC(C)(C)OC3
13	COc1cccc(C(=O)OCC(=O)NCCc2ccccc2)c1OC
screen / no.	25	13
AmpC no deterg	-14%	-9%
HCMV antiviral	-39	-16
HCV inhibitor	?	-27%
AmpC inh detg	1%	3%
Sm TGR block	-18%	13%
Giardia FBPA inh	1.3µM*	7%

# (next part)
33	COCCNC(=O)c1c(N)n(-c2ccccc2)c2nc3ccccc3nc12
34	COc1ccc(C/C(N)=N/OC(=O)Cc2ccccc2)cc1
35	COC(=O)c1cccn(CC(=O)c2ccc(Cl)cc2)c1=O
36	CCC(C)NC(=S)N1CCN(Cc2ccc3c(c2)OCO3)CC1 (configuration not stated)
37	CN(Cc1cccc(F)c1)C(=O)c1ccc(S(=O)(=O)N2CCOCC2)cc1
38	COC(=O)/C=C1\N/C(=N\c2nc(C)cc(C)n2)N(c2ccc(C)c(C)c2)C1=O
39	Cc1ccn2cc(CCNC(=O)Cc3cccs3)nc2c1
40	CN(C)/C=N/c1sc2c(c1C(N)=O)CCCC2
screen / no.	33	34	35	36	37	38	39	40
AmpC no deterg	1%	-14%	-19%	-4%	4%	-8%	-7%	-2%
HCMV antiviral	-21	24	-7	-3	50	44	13	-22
HCV inhibitor	?	21%	11%	-19%	11%	-5%	4%	?
AmpC inh detg	-10%	-16%	4%	-8%	-6%	3%	7%	0%
Sm TGR block	-23%	4%	.	.	-10%	-23%	12%	-2%
Giardia FBPA inh	-8%	0%	0%	-22%	.	?	-3%	-1%

41	OC1COC(OCc2ccccc2)C(O)C1O (configuration not stated)
42	O=[N+]([O-])c1nn(-c2ccc(Cl)cc2)n(O)c1=NCc1ccncc1
43	CCN1CCN(c2nc3c(c(=O)[nH]2)CCCC3)CC1
44	CSc1nc(-c2ccccc2)c(C#N)c(=O)n1C
45	CCCC(=O)Nc1nnc(SCc2cc(=O)c3cc(C)ccc3[nH]2)s1
46	Cc1ccccc1C(=O)NC1CCN(CC(=O)Nc2ccc(N(C)C)cc2)CC1
47	Cc1cccc(N2CCN(S(=O)(=O)c3cccc4nonc34)CC2C)c1 (configuration not stated)
48	Cc1ccccc1CCNC(=O)C1CCN(S(=O)(=O)c2ccc(-n3cnnn3)cc2)CC1
screen / no.	41	42	43	44	45	46	47	48
AmpC no deterg	-9%	-21%	-18%	-30%	.	-1%	-8%	26%
HCMV antiviral	3	?	11	-12	-12	28	-10	-10
HCV inhibitor	?	?	16%	-10%	.	10%	12%	1%
AmpC inh detg	-5%	3%	-6%	6%	20%	?	5%	?
Sm TGR block	13%	-29%	0%	.	4%	40µM*	8%	24%
Giardia FBPA inh	5%	-2%	-1%	11%	.	0%	-1%	0%

# Full records as entered above:
# Entry for OC1COC(OCc2ccccc2)C(O)C1O (configuration not stated) = AmpC no deterg: -9%; HCMV antiviral: 3; HCV inhibitor: ?; AmpC inh detg: -5%; Sm TGR block: 13%; Giardia FBPA inh: 5%
# Entry for CCCC(=O)Nc1nnc(SCc2cc(=O)c3cc(C)ccc3[nH]2)s1 = AmpC no deterg: .; HCMV antiviral: -12; HCV inhibitor: .; AmpC inh detg: 20%; Sm TGR block: 4%; Giardia FBPA inh: .

# Later entries:
49	O=C(O)/C=C/c1cnn(-c2ccccc2)c1
50	Cc1ccc(-n2ncc3c(SCc4ccccn4)ncnc32)c(C)c1
51	CC(=O)c1c(C)n(C)c2ccc(OC(=O)c3ccc([N+](=O)[O-])cc3)cc12
52	CCOc1cc(C(=O)Nc2cccc3cccnc23)cc(OCC)c1OCC
53	O=C(O)COc1ccc(/C=C2/SC(=S)N(Cc3ccccc3)C2=O)cc1
54	O=C(CCN1C(=O)C2C3C=CC(C3)C2C1=O)NC1CCCc2ccccc21 (configuration not stated)
55	O=C(NCc1ccc2c(c1)OCO2)c1ccc(Cl)s1
56	Cc1cccc(/C(N)=N/OC(=O)c2cccnc2)c1
screen / no.	49	50	51	52	53	54	55	56
AmpC no deterg	-15%	149%[activator]	5%	.	57%	-4%	-27%	-14%
HCMV antiviral	3	-101*	?	-30	-9	29	16	101
HCV inhibitor	13%	?	2%	.	-1%	-5%	?	3%
AmpC inh detg	-4%	?	-4%	23%	-10%	?	-7%	-5%
Sm TGR block	3%	3%	0%	14%	-3%	-13%	11%	46%[activator]
Giardia FBPA inh	10%	-2%	0%	.	14%	0%	1%	1%

57	CCN(CC)CCCNC(=O)c1ccc2c(=O)n(CCc3ccccc3)c(=O)[nH]c2c1
58	Cc1cc(C(=O)CSc2nnc(-c3ccccc3)n2Cc2ccc3c(c2)OCO3)c(C)n1C
59	O=c1c2cnn(-c3ccc(F)cc3)c2ncn1Cc1ccccc1
60	COc1cc2c(cc1[N+](=O)[O-])n(C(C)C)c(=O)n2C(C)C
screen / no.	57	58	59	60
AmpC no deterg	.	-3%	-10%	18%
HCMV antiviral	-40	10	-2	18
HCV inhibitor	.	-6%	8%	-21%
AmpC inh detg	6%	-12%	-12%	4%
Sm TGR block	-2%	?	0%	.
Giardia FBPA inh	.	3%	2%	-13%
